V-ATPase pH: regulators of yeast V-ATPase proton pumping, primary screen, pHLuorin cytosolic pH fluorescence. 0.37% of 350,000 active. AID 504577, 2011. S. cerevisiae. response, % at 10 µM; in the data active = response mostly above about 7.3%, no sharp cut-off; inactive = mostly below about 5.4%; also: actives read high; inactives centre near 0; some compounds called inactive have numbers as strong as hits; reference of the scale not given here
MITF act: activators of MITF-driven TRPM1 promoter reporter, primary screen, cell-based, SK-MEL-5, luciferase, single point | SK-MEL-5 TRPM1-promoter luciferase, 24 h; % of positive control, neutral wells = 0 | AID 588334, 2011 | activation, % at 12.5 µM | 0.75% of 300,000 active;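 active = mean activation of at least 80% with every replicate also reaching 80%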;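 also: 0% = neutral control wells and 100% = parthenolide positive control wells; values of inactives mirror those of a sister screen read the other way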
Tat export inh: E. coli Tat export inhibitors, primary screen, MC4100, TorA-mCherry reporter, fluorescence, single point | inhibition, % at 10 µM | 0.036% of 340,000 active;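 active = mean replicate inhibition at least 50% and at least half of replicates individually reaching 50%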;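 also: exported cargo escapes ClpAP degradation while cytoplasmic cargo is degraded and loses fluorescence; 0% = median of neutral control wells and 100% = median of NaSCN control wells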
RTF Ca sens act: cardiac RTF calcium sensitivity activators, primary screen, biochemical, IANBD-TnC fluorescence, EC20 calcium; IANBD-labeled TnC RTF fluorescence at EC20 calcium; 0% EC20 calcium, 100% full calcium; activation, % at 7.2 µM; 0.24% of 340,000 active; AID 493008, 2010;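 active = activation above the mean over all tested compounds plus 3 SD, cut at about 30% in these data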;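 also: rise in fluorescence read as greater calcium sensitivity of cardiac thin filaments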
CAL PDZ FP-1: untagged CAL PDZ binding inhibitors, primary screen, biochemical, fluorescence polarization, HTS | 0.92% of 300,000 active | purified CAL PDZ, TMR-peptide fluorescence polarization, 1 h | AID 602252, 2012 | Golgi-associated PDZ and coiled-coil motif-containing protein (Homo sapiens), Q9HD26 | inhibition, % at 24.9 µM;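 active = mean inhibition of at least 30% with at least half of replicates also reaching 30%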;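 also: 0% = DMSO neutral control and 100% = excess unlabeled competitor peptide PRC23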
dFosB act: activators of delta FosB homodimer, primary screen, biochemical, fluorescence polarization, TAMRA-CDK5 oligo, single point | activation, % at 25 µM | Protein FosB (Mus musculus), P13346 | 0.99% of 340,000 active | purified delta FosB; percent of positive-control signal above neutral wells;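 active = mean activation above about 17%, with every replicate also reaching it, limit read from the data, passing the limit was not always enough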;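 also: fluorescence polarization rise as delta FosB binds a TAMRA Cdk5 AP-1 oligo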
Target sequence (P13346 whole entry, looked up): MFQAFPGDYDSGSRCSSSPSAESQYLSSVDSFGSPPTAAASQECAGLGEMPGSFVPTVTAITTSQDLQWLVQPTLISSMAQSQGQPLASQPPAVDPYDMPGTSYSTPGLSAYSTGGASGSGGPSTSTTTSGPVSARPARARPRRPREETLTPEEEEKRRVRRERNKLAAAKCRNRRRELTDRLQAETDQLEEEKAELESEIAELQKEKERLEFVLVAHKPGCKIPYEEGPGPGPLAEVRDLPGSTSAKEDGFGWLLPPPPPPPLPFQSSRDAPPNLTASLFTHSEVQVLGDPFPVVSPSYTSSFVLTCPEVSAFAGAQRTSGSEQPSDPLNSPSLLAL
Rtt109 HAT inh: inhibitors of C. albicans Rtt109/Vps75 HAT, primary screen, biochemical, ThioGlo CoA-SH fluorescence, plate reader. purified Rtt109/Vps75, 4 h. Histone acetyltransferase RTT109 (Candida albicans (strain SC5314 / ATCC MYA-2876)), …. inhibition, % at 34.9 µM. 0.16% of 330,000 active;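 active = inhibition of at least 50% in every replicate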
CDK5 inh: inhibitors of human CDK5/p35 kinase, primary screen, biochemical, single concentration. Cyclin-dependent kinase 5 (Homo sapiens) + Cyclin-dependent kinase 5 activator 1 (Homo …. Recombinant CDK5/p35, ADP-Glo luminescence, 60 min. inhibition, % at 10 µM. 0.01% of 330,000 active. AID 488839, 2010;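 active = highest replicate inhibition of at least 50% and at least 75% of replicates reaching 50%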;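 also: plate controls were DMSO neutral control for no effect and GW8510 at 10 µM for full effect; many of its hits are not listed in these tables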
Target sequence (Q00535 whole entry, looked up): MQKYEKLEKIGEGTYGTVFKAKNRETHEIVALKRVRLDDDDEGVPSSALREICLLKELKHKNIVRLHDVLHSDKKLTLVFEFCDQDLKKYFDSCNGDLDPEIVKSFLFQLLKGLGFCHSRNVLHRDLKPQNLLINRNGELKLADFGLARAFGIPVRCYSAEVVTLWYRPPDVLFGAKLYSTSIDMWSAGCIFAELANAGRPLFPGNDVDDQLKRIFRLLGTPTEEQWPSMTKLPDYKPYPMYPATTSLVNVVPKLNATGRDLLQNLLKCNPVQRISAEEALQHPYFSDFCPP
Target sequence (Q15078 whole entry, looked up): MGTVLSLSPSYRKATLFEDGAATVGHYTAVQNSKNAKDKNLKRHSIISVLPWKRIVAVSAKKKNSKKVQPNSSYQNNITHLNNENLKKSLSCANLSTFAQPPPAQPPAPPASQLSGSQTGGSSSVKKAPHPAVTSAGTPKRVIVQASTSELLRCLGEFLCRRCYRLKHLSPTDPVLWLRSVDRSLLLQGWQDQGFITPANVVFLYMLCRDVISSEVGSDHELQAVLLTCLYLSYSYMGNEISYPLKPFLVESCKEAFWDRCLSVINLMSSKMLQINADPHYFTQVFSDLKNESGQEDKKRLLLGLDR
Wnt bcat act: Wnt/beta-catenin pathway activators, primary screen, cell-based, plate reader, single point. Wnt/beta-catenin reporter cell assay, activator. activation, % at 9.35 µM. 1.2% of 300,000 active; in the data active = activation above about 30%, passing the limit was not always enough;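 also: 0% = neutral control wells and 100% = positive control wells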
CAL PDZ FP-2: CAL PDZ peptide-binding inhibitors, primary screen, biochemical, fluorescence polarization, Cer-tagged CAL PDZ, HTS. inhibition, % at 20 µM. purified CAL PDZ, TMR-peptide fluorescence polarization, 1 h. Golgi-associated PDZ and coiled-coil motif-containing protein (Homo sapiens), Q9HD26. AID 504414, 2011. 0.02% of 330,000 active;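 active = highest replicate inhibition of at least 40%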;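 also: plate controls were DMSO neutral control wells for no effect and unlabeled competitor peptide control wells for full effect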
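System: purified tagged CAL PDZ domain construct (CerCALP). Schedule: 1 h incubation at room temperature before polarization reading. Medium: 25 mM sodium phosphate pH 7.4, 150 mM NaCl, TCEP, IgG, Thesit. Read-out: percent inhibition from loss of millipolarization. Measured by: FP readout, S and P plane fluorescence. Probe or stimulus: fluorescent TMR peptide probe.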
Numbers without * were called inactive; . = not tested or not shown.

SMILES | V-ATPase pH | MITF act | Tat export inh | RTF Ca sens act | CAL PDZ FP-1 | dFosB act | Rtt109 HAT inh | CDK5 inh | Wnt bcat act | CAL PDZ FP-2
COc1cc(CNCc2ccccc2)ccc1OCC(O)c1ccccc1 (stereo not given) | 1 | -7 | -13 | 0 | 0 | -8 | 11 | -1.1 | 2 | -0.9
Cc1onc(-c2ccccc2Cl)c1C(=O)NC1CCS(=O)(=O)C1 (stereo not given) | 0 | 5 | -3 | 0 | -14 | 0 | -4 | -0.7 | -4 | 0.0
COc1ccc(OC)c(S(=O)(=O)Nc2c(C)n(C)n(-c3ccccc3)c2=O)c1 | -3 | . | -9 | 3 | 74* | 4 | -2 | -0.2 | 3 | 17
O=C(NCCc1ccccc1)c1ccc2c(c1)N(Cc1ccccc1)C(=O)CS2=O (stereo not given) | -2 | 3 | 0 | 1 | 3 | -10 | 1 | -0.7 | 3 | 0.2
Cc1cc(/C=N\NC(=O)CC(=O)NC2CCCCC2)c(C)n1-c1ccc(Cl)cc1 | 1 | -17 | -3 | 2 | . | -16 | 7 | 0.7 | -3 | -0.3
CC1(C)C2CCC1(CS(=O)(=O)NCc1ccc(C(F)(F)F)cc1)C(=O)C2 (stereo not given) | 0 | 6 | -5 | 7 | . | -1 | -8 | -0.6 | 2 | -1.3
O=C(Nc1ccc(C(=O)N2CCOCC2)cc1)C1CCC1 | 1 | -4 | 3 | -4 | -1 | -2 | -7 | 1.2 | 1 | -0.1
CCOC(=O)N1CCC(Nc2ncnc3c2cnn3-c2ccc(Cl)cc2)CC1 | -1 | 14 | 5 | 0 | . | -8 | 0 | 1.0 | 5 | -1.1
CCc1nc2ccc(C(=O)N3CCN(c4cccc(C(F)(F)F)c4)CC3)cc2nc1CC | 3 | 7 | 11 | 3 | -4 | -24 | 9 | -0.2 | -2 | -2.0
CCOC(=O)N1CCN(C(=O)c2cc3c(s2)-c2ccc(Cl)cc2S(=O)(=O)C3)CC1 | 2 | 0 | -8 | 1 | . | -18 | 2 | 0.7 | -3 | -0.8
CN(C)c1ncnc2sc(-c3ccccc3)cc12 | -4 | 24 | 1 | -5 | -6 | 1 | 9 | -1.7 | 6 | -3.0
CC1(C)CN2C(=S)N(c3ccccc3)C(c3ccccc3)N2C1 (stereo not given) | 0 | -2 | 28 | 1 | -2 | -3 | 7 | -1.8 | 10 | -1.5
CC1(C)CNc2cc([N+](=O)[O-])ccc2S1 | 2 | 38 | 8 | -2 | 1 | 5 | 10 | 2.4 | 11 | -1.7
COc1ccc(Br)cc1C(=O)CCC(=O)OCC(=O)Nc1cc(C(N)=O)cc(C(N)=O)c1 | -2 | -3 | -11 | -1 | -4 | -5 | -5 | 1.2 | 0 | -2.1
S=C1NNC2(NN1)C1CC3CC(C1)CC2C3 | 2 | -5 | -3 | 0 | 0 | 1 | 1 | 2.1 | 0 | -3.4
CC(C)OCCCNC(=S)Nc1ccc(S(N)(=O)=O)cc1 | 2 | 12 | -4 | 9 | -5 | 5 | -13 | -1.5 | -1 | -0.9
Cc1ccc(C(=O)Nc2ccc(N3CCOCC3)cc2N2CCOCC2)cc1 | 0 | 6 | 5 | -5 | . | -6 | -1 | 0.7 | 0 | -0.1
Cc1ccccc1CN1CCN(C(=O)c2ccc(S(=O)(=O)NCc3ccco3)cc2)CC1 | -1 | -3 | 2 | -3 | . | -12 | 1 | 0.4 | 7 | 0.4
CCCN1C(=O)/C(=C/c2ccccc2OCc2ccc(C(=O)O)cc2)NC1=S | 1 | 4 | -1 | -4 | -6 | -1 | 5 | -10 | -1 | -1.3
Cc1ccc(Oc2ccc(Oc3ccc(C)cc3)nn2)cc1 | 7 | . | -6 | 1 | -3 | 3 | 3 | -0.1 | . | -2.0

Given with two lines to a compound: ten of the compounds above
Second line of a record – V-ATPase pH, MITF act, Tat export inh, RTF Ca sens act, CAL PDZ FP-1, dFosB act, Rtt109 HAT inh, CDK5 inh, Wnt bcat act, CAL PDZ FP-2
> CCc1nc2ccc(C(=O)N3CCN(c4cccc(C(F)(F)F)c4)CC3)cc2nc1CC
    3, 7, 11, 3, -4, -24, 9, -0.2, -2, -2.0
> CCOC(=O)N1CCN(C(=O)c2cc3c(s2)-c2ccc(Cl)cc2S(=O)(=O)C3)CC1
    2, 0, -8, 1, ., -18, 2, 0.7, -3, -0.8
> CN(C)c1ncnc2sc(-c3ccccc3)cc12
    -4, 24, 1, -5, -6, 1, 9, -1.7, 6, -3.0
> CC1(C)CN2C(=S)N(c3ccccc3)C(c3ccccc3)N2C1 (stereo not given)
    0, -2, 28, 1, -2, -3, 7, -1.8, 10, -1.5
> CC1(C)CNc2cc([N+](=O)[O-])ccc2S1
    2, 38, 8, -2, 1, 5, 10, 2.4, 11, -1.7
> COc1ccc(Br)cc1C(=O)CCC(=O)OCC(=O)Nc1cc(C(N)=O)cc(C(N)=O)c1
    -2, -3, -11, -1, -4, -5, -5, 1.2, 0, -2.1
> S=C1NNC2(NN1)C1CC3CC(C1)CC2C3
    2, -5, -3, 0, 0, 1, 1, 2.1, 0, -3.4
> CC(C)OCCCNC(=S)Nc1ccc(S(N)(=O)=O)cc1
    2, 12, -4, 9, -5, 5, -13, -1.5, -1, -0.9
> Cc1ccc(C(=O)Nc2ccc(N3CCOCC3)cc2N2CCOCC2)cc1
    0, 6, 5, -5, ., -6, -1, 0.7, 0, -0.1
> Cc1ccccc1CN1CCN(C(=O)c2ccc(S(=O)(=O)NCc3ccco3)cc2)CC1
    -1, -3, 2, -3, ., -12, 1, 0.4, 7, 0.4

(cont.)
SMILES | V-ATPase pH | MITF act | Tat export inh | RTF Ca sens act | CAL PDZ FP-1 | dFosB act | Rtt109 HAT inh | CDK5 inh | Wnt bcat act | CAL PDZ FP-2
Cc1nn(-c2ccccc2)c(C)c1NC(=O)COC(=O)c1cc(Br)ccc1O | 9 | 2 | -8 | -10 | -3 | 15 | 2 | 1.5 | 3 | -1.0
O=C(CN(C(=O)c1csnn1)c1ccc(F)c(Cl)c1)NC1CCCC1 | 1 | -11 | 2 | -1 | -3 | -11 | 3 | 0.7 | -3 | -1.6
Cn1c(Cn2c(=O)sc3ccccc32)nnc1SCC(=O)NCc1ccc(F)cc1 | 1 | 4 | 5 | 3 | -1 | -2 | 0 | -0.6 | 0 | -1.3
CCN(CC)CCCNC(=O)C(C)Sc1nc(-c2ccccc2)cc(C(F)(F)F)n1 (stereo not given) | 1 | -4 | -6 | 6 | 3 | -10 | -6 | 1.3 | -3 | 0.9
COC(=O)c1sccc1NC(=O)c1cc(-c2ccc(C)cc2C)nc2ccccc12 | 2 | -11 | -2 | 2 | -2 | -5 | -5 | -1.1 | . | -0.9
Cc1cc(C(=O)COC(=O)/C=C/c2ccco2)c(C)n1C | -1 | 66 | -3 | 0 | -5 | -11 | -9 | -0.4 | 6 | 0.0
Cc1ccccc1S(=O)(=O)N1C[C@H]2CON(C)[C@H]2C[C@H]1c1cccc(-c2ccccc2)c1 | -5 | 7 | 14 | -5 | -5 | -5 | 0 | 0.3 | -1 | 0.0
COc1cccc(C(=O)NCCS(=O)(=O)N2CCC(C)CC2)c1 | 1 | 7 | 5 | 0 | -5 | -4 | -7 | 0.3 | 0 | -1.6
CC(=O)NCc1ccc(C(=O)CN2C(=O)NC3(CCCCC3C)C2=O)s1 (stereo not given) | 3 | -1 | 1 | 6 | 4 | -10 | 0 | 1.4 | 1 | 1.0
NS(=O)(=O)c1ccc(Sc2ccccn2)c([N+](=O)[O-])c1 | 1 | . | -8 | . | . | -12 | -2 | 0.7 | 1 | 0.0
COc1ccc(S(=O)(=O)n2nc(OC(C)=O)cc2N(C(C)=O)C(C)=O)cc1 | 1 | -2 | -12 | 5 | -1 | -14 | -2 | 0.6 | 0 | -1.0
Cc1ccc(NC(=O)NCCCN2CCCC2=O)cc1C | -2 | 2 | -7 | -6 | -3 | -1 | 4 | 0.5 | -1 | -1.4
O=C(CSCc1ccc(Br)cc1)NC1CC1 | 1 | 0 | 4 | 0 | -5 | -8 | 8 | -0.4 | -1 | -1.6
COc1cccc(CCNC(=O)CCc2nnc(-c3cc(C)oc3C)o2)c1 | 1 | 0 | -5 | -6 | 5 | -3 | 9 | -0.5 | 0 | -0.7
CCOC(=O)N1CCN(C(=O)CSCc2ccc(Br)cc2)CC1 | 1 | 1 | -8 | -1 | 1 | -11 | 2 | 1.9 | 0 | -3.9
Cc1noc(C)c1COC(=O)c1cccc(N(C)C)c1 | -2 | 6 | -3 | 2 | -1 | 9 | -3 | -1.1 | -3 | 0.1
O=C(CNC(=O)c1ccc(Br)o1)NCC1CCCCC1 | -3 | 3 | 0 | -3 | . | 5 | -2 | -0.9 | -1 | -0.7
COc1ccccc1N1CCN(c2ccc3ccccc3n2)CC1 | 0 | 108* | 8 | -3 | -2 | -9 | 1 | -2.2 | 23 | -1.7
C[C@@H]1COC(=O)[C@@H](Cc2ccc(F)cc2)C/C=C\C[C@@H](CC(=O)N(CCO)Cc2ccccc2)C(=O)N1 | 1 | -2 | -7 | -1 | -3 | -4 | 2 | -1.0 | -3 | -0.2
CS(=O)(=O)N1CCC(C(=O)O)CC1 | 9 | 1 | 2 | 1 | -2 | -4 | 8 | 1.8 | -2 | -2.7
CC(NC(=O)c1ccccc1)C(=O)Nc1ccccc1 (stereo not given) | -1 | 6 | 3 | 1 | -1 | 6 | 0 | -0.8 | -3 | -0.5
Cc1ccc(S(=O)(=O)NC(CC(C)C)C(=O)N2CCOCCOCCOCC2)cc1 (stereo not given) | -1 | -13 | -2 | -6 | 0 | -6 | 8 | -0.9 | 1 | -2.2
CN1CCc2c(n(CC(O)CN3C(=O)c4ccccc4S3(=O)=O)c3ccccc23)C1=O (stereo not given) | -3 | -4 | 2 | 3 | -3 | -13 | -1 | -1.3 | . | -0.4
COc1ccc(NC(=S)Nc2cc(C)cc(C)n2)cc1OC | 2 | 20 | 0 | 2 | 0 | 2 | -1 | -0.7 | . | -0.1
COC(=O)c1nc2nc(C)cc(=O)n2[nH]1 | 1 | -7 | 7 | -4 | -2 | -1 | -3 | 0.3 | . | 0.0

Screening results as filed in PubChem BioAssay.
